HEK293 tox = Cytotoxic Profiling in HEK 293 Cell Line of Diverse Libraries Using Quantitative High-Throughput Screening | Potency, µM (highest dose often 115 µM), for inactives: at the highest dose activity change, negative = cytotoxicity, most hits filed as inhibitors | HEK 293 viability, ATP luminescence (CellTiter-Glo), 48-72 h | 94,000 compounds, 6.6% hits; note: potency is the fitted concentration of half-maximal effect; nearly all actives have a fitted effect of over 60% in size
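Viability of HEK 293 cells, plated at 250 cells/well, was judged by cellular ATP after compound treatment for 48 or 72 hr. Luminescence was imaged 10 min after CellTiter-Glo addition at room temperature.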
SNCA expr inhib = Primary qHTS assay for inhibitors of alpha-synuclein gene (SNCA) expression. HEK-293 SNCA-luciferase knock-in, luminescence, 24 h. Potency, µM (doses to about 57.2 µM), inactives show at the top dose activity change, negative = inhibition, hits mostly inhibitors. 140,000 compounds, 0.17% hits;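 note: potency is the fitted concentration of half-maximal effect; plate controls were DMSO cells for no effect and cell-free wells for full effect; nearly all actives have a fitted effect of over 45% in size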
3T3 cytotox = Cytotoxic Profiling in NIH 3T3 Cell Line of Diverse Libraries Using Quantitative High-Throughput Screening | NIH 3T3 viability, CellTiter-Glo ATP luminescence, 48-72 h | Potency, µM (top dose mostly 96.7 µM), for inactives: at the top dose activity change, negative = cytotoxicity, actives largely listed as inhibitors | 94,000 compounds, 4.3% hits; note: potency is the fitted concentration of half-maximal effect; nearly all actives have a fitted effect of over 55% in size
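NIH 3T3 cells at 400 cells/well received 23 nL of compound by pintool and were incubated 48 or 72 h at 37 °C. Viability was read as ATP-coupled CellTiter-Glo luminescence.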
FLuc inh = Firefly luciferase inhibition profiling of diverse chemical library using quantitative high-throughput screening. Luciferin 4-monooxygenase (Photinus pyralis), P08659. purified P. pyralis luciferase, luminescence, biochemical. Potency, µM (highest dose often 115 µM), inactives show top-dose activity change, negative = inhibition, most hits filed as inhibitors. 76,000 compounds, 2.5% hits. AID 1347043, 2019; note: potency is the fitted concentration of half-maximal effect; nearly all actives have a fitted effect of over 65% in size
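Purified 10nM P. pyralis luciferase with 10uM D-luciferin and 10uM ATP in 50mM Tris acetate pH 7.5, 10mM Mg acetate, 0.01% Tween-20, 0.05% BSA. qHTS titration; luminescence read by CCD imager.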
IP6K1 inhibitor = Primary qHTS assay for small molecule inhibitors of Inositol hexaphosphate kinase 1 (IP6K1); Inositol hexakisphosphate kinase 1 (Homo sapiens), Q92551; 140,000 compounds, 0.81% hits; activity change, % (series mostly up to about 58 µM); IP6K1 kinase, ADP-Glo luminescence, 2 h; stronger effect = lower value; in the data active = activity change below about -25%
Target sequence (Q92551 whole entry, looked up): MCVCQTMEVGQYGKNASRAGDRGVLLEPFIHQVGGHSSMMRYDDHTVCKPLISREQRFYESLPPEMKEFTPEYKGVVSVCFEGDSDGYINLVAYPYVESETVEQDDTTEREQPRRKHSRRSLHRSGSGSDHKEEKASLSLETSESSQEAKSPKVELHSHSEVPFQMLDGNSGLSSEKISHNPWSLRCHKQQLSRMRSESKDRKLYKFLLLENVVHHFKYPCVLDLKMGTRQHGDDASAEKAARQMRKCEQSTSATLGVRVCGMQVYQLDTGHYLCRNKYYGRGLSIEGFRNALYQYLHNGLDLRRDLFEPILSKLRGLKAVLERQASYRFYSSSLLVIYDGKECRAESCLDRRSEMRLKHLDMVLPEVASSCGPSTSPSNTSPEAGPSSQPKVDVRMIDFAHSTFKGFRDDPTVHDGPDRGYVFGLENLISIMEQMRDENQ
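ADP-Glo luminescence measures ADP made by human IP6K1 during a 2 h RT reaction with ATP/IP6 (mix at 1.3 mM/130 uM); top library doses 57.5 and 19.1 uM final.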
SNCA viab count = GF-AFC viability counterscreen for inhibitors of alpha-synuclein gene (SNCA) expression | Potency, µM (series often up to 57.1 µM), for inactives: at the top dose activity change, negative = cytotoxicity, hits mostly cytotoxic | HEK-293-SNCA-luc viability, GF-AFC fluorescence, 24 h | 150,000 compounds, 0.12% hits;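 note: potency is the fitted concentration of half-maximal effect; 0% = DMSO-treated cells and -100% = medium-only wells without cells; nearly all actives have a fitted effect of over 30% in size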
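Cytotoxicity counterscreen: after 24 h compound treatment of genome-edited SNCA-luciferase HEK-293 cells, live-cell protease substrate GF-AFC read by fluorescence after 30 min; activity scaled between DMSO (0%) and medium-only (-100%), curves Hill-fitted.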
GPT2 inh = Primary qHTS assay for inhibitors of Glutamate pyruvate transaminase 2 (GPT2). Potency, µM (top dose mostly 57.7 µM), for inactives: at the highest dose activity change, negative = inhibition, usual class: inhibitors. 100,000 compounds, 0.25% hits. AID 1671188, 2021. Recombinant GPT2, coupled pyruvate oxidase/HRP Amplex Red fluorescence; note: potency is the fitted concentration of half-maximal effect; nearly all actives have a fitted effect of over 60% in size; many of its hits are not listed in these tables
Target sequence (Q8TD30 whole entry, looked up): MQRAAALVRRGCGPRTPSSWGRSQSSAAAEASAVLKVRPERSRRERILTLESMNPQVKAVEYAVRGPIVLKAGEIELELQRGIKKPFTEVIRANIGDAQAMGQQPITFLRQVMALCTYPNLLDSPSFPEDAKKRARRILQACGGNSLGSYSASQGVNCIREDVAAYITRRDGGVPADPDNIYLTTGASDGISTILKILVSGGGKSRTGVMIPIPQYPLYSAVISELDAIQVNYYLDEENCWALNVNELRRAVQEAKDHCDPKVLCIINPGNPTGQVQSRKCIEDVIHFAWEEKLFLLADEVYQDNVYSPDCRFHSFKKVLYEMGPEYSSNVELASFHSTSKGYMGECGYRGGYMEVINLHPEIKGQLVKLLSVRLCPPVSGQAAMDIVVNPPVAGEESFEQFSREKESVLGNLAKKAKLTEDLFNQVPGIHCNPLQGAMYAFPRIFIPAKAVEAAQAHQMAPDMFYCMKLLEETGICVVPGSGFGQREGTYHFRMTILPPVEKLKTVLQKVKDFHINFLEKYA
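Fluorescence of coupled pyruvate oxidase/HRP/Amplex Red system (50uM Amplex, 30 min, dark) reports pyruvate formed by GPT2. Enzyme reaction: 10ng/uL GPT2, 2mM L-alanine, 250uM a-KG, 30 min room temperature, pH 7.5; 50uM AOA control.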
* marks the source's active call; other numbers are inactive results; i = inactive; ? = inconclusive; / = not tested or not shown; & = joins results of further samples; [ ] = another dose, or the depositor's remark. Unless noted, calls come from the whole dose curve; as a rule, active = well fitted curve in the direction sought with a large enough effect; inconclusive = small, poorly fitted or top-dose-only effect, or another doubt; inactive = no such curve, though single readings can be large; an effect the other way counts as inactive or inconclusive. Unless noted, % is set by controls: 0 for no effect and ±100 for the full control effect. Some of the compounds tested, so the mix of outcomes need not match the whole.

entry	Compound	HEK293 tox	SNCA expr inhib	3T3 cytotox	FLuc inh	IP6K1 inhibitor	SNCA viab count	GPT2 inh
1	COc1ccc(OC)c(NC(=O)CC2CCCN(c3cnn(C)c(=O)c3)C2)c1 (stereo not drawn)	-4%	-2%	-13%	3%	12	-4%	i
2	O=C(NCCc1cnc[nH]1)[C@@H]1C[C@H]2C(=O)NCCCCCCN(S(=O)(=O)c3ccccc3)[C@H]2C1	-6%	-14%	-11%	5%	7	-26%	i
3	COC(=O)CCC(=O)N1CCOC(Cc2cccc(C(F)(F)F)c2)C1 (stereo not drawn)	-3%	-3%	i	9%	9	-1%	i
4	CC(=O)N1CCC2(CC1)CN(C(=O)N(C)C)Cc1ccccc1O2	-1%	42%[activator]	4%	/	-3	6%	-13%
5	CCOc1ccc(-c2nc(C3CC(=O)N(c4ccc(F)cc4)C3)no2)cc1 (stereo not drawn)	-20%	-19%	-25%	-14%	-10	7%	i
6	Cc1sc2ccn(CC(C)C)c(=O)c2c1C(=O)N1CCCCC1	28µM*	-20%	5%	2%	21	?	i
7	Cc1cc2c(-c3ccc(CO)cc3)nc(-c3c(C)noc3C)cc2[nH]1	?	58%[activator][87.6 µM]	10µM*	5%[172 µM]	-14	-7%[87.6 µM]	2%[88.5 µM]
8	COc1ccc(OCc2ccc(-c3nc(C#N)c(N4CCN(c5ccccc5)CC4)o3)o2)cc1	/	-4%	/	/	4	-9%	/
9	COCC(=O)N1CCC(C(=O)N2CCC3(CC2)CC(=O)Nc2ccccc2O3)CC1	i	9%	1%	/	16	4%	-9%
10	CC1CCN(c2ccc(-c3cccc(NC(=O)NC(C)C)c3)nn2)CC1	?	?	-17%	0.25µM*	-8	2%	i
11	Cc1nc(N2CCCCC2)n(CC(=O)Nc2ccc(Br)cc2)c(=O)c1C	6%	-15%	?	3%	12	-5%	i
12	COc1ccc(CNC(=O)c2nc(S(=O)(=O)Cc3ccccc3)ncc2Cl)cc1	/	?	/	/	-7	25µM*	/
13	CCOc1cccc2cc(-c3nc(-c4ccc(Cl)cc4)c(C)s3)c(=O)oc12	/	-12%	/	/	-12	3%	/
14	O=C(CN1CCCc2nc(C3CC3)ncc2C1=O)NCc1ccco1	0%	-28%	-3%	-3%	6	-6%	4%
15	CN(Cc1cccc(N2CCN(C(=O)c3c(Cl)cccc3Cl)CC2)c1F)[S+](C)(=O)[O-]	?	/	?	/	9	/	/
16	O=C1CN([S+](=O)([O-])c2ccc(F)cc2)CC(O)CN1Cc1ccc(Cl)cc1 (stereo not drawn)	?	/	?	/	-7	/	/
17	O=C(Nc1ccccc1F)N1CC2CCC(C1)N2Cc1ccccc1	-6%	11%	-15%	/	6	6%	-19%
18	COC(=O)c1ccc(CSc2nnc3ccc4ccccc4n23)cc1	/	48%[activator]	/	/	7	-9%	/
19	Cc1ccc(C(=O)N2CCC(CCC(=O)O)CC2)cc1	-4%	2%	-22%	-4%	2	2%	-13%
20	O=C(c1ccccc1)N1CCCC(C(=O)N2CCCC(c3nc4ncccc4[nH]3)C2)C1 (stereo not drawn)	?	-5%	-15%	/	15	-4%	i
21	CC(C)CC(=O)NC1CCCc2c1[nH]c1ccc(Cl)cc21 (stereo not drawn)	?	-21%	20µM*	0%	3	-5%	-11%
22	CCn1cc(C(=O)N2CCN(c3cccc(Cl)c3)CC2)c2cc(OC)c(OC)cc2c1=O	/	?	/	/	-5	-29%	/
23	O=C1OC[C@@H]2CCN(Cc3ccncc3)Cc3ccc(F)cc3N12	2%[172 µM]	-21%[87.6 µM]	1%[174 µM]	-5%[172 µM]	7	-5%[87.6 µM]	-25%[88.5 µM]
24	CC(=O)N1CCN(CC[C@H]2CN(C(=O)c3ccnc(Cl)c3)CC[C@H]2CC(=O)O)CC1	-10%	22%	0%	1%	-4	1%	0%
25	COc1cccc(CNc2nc3c(-c4ccccc4)nnn3c3ccccc23)c1	/	78%[activator]	/	/	-15	?	/
26	Cc1ccc(O[C@H]2COCC[C@H]2NC(=O)c2ccc(-c3ccn[nH]3)cc2)cn1	i	-7%	1%	12%	2	0%	3%
27	COc1ncccc1-c1nccc2c(=O)cc(-c3cccnc3)oc12	-7%[172 µM]	53%[activator][87.6 µM]	?	0%[172 µM]	-12	-11%[87.6 µM]	i
28	O=C(COc1ccccc1Cl)Nc1ccc2oc(-c3ccccc3F)nc2c1	/	39%[activator]	/	/	12	5%	/
29	O=C(c1ccc2c(c1)OCO2)N1CCC(N2CCNC2=O)CC1	2%	21%	i	/	-12	-3%	-1%
30	CCOc1ccc(-c2noc(-c3ncn4c3COC(c3ccc(F)cc3)C4)n2)cc1 (stereo not drawn)	6%	9%	i	-7%	0	9%	-36%
31	Cc1nn(C)c(C)c1S(=O)(=O)N1CC[C@@H]2COCCN(C)[C@@H]2C1	-7%	30%[activator]	-18%	/	18	8%	i
32	Cc1ccc(CC(=O)N2CCN(c3nnc4ccc(C(F)(F)F)cn34)CC2)cc1	i	-24%	-6%	0%	7	4%	4%
33	Cc1cc(C)cc(NC(=O)CN2C(=O)CSc3ccc(S(=O)(=O)N(C)C)cc32)c1	/	-30%	/	/	-1	-19%	/
34	COc1ccccc1CNC(=O)c1cc2n(n1)CC(c1ccc3c(c1)OCO3)OC2 (stereo not drawn)	?	?	?	11%	0	0%	0%
35	COc1ccc(CCNC(=O)C(=O)Nc2ccccc2F)cc1	/	59%[activator]	/	/	19	-4%	/
36	CC(C)c1nnc(C2CN(C(=O)c3cccn3C)CC23CCOCC3)o1 (stereo not drawn)	-1%	13%	-12%	-10%	7	1%	-9%
37	Cc1ccc(Cn2c3ccccc3c3cnn(CC(=O)N4CCCCCC4)c(=O)c32)cc1	/	-17%	/	/	-8	4%	/
38	C=C1C(=O)O[C@H]2C3=C(C)CCC[C@]3(C)C(=O)C[C@@H]12	/	/	/	/	5	?	4%
39	CN(Cc1ccccc1)Cc1cc(C(=O)N(C)Cc2ccsc2)no1	-19%	4%	-20%	2%	42	2%	4%[11.5 µM]
40	O=C(CC1N=C2c3ccccc3N=C(SCC(=O)Nc3ccc(F)cc3)N2C1=O)NCc1cccs1 (stereo not drawn)	/	15%	/	/	-12	5%	/
41	COc1cccc(CNC(=O)CN(c2ccc(C(C)C)cc2)S(=O)(=O)c2c(C)n[nH]c2C)c1	/	-18%	/	/	-9	-10%	/
42	Cc1cc(CNC(=O)[C@@H]2CCC[C@@H](NC(=O)c3cccnc3)CN(C)C(=O)C2)no1	i	7%[87.6 µM]	i	0%[172 µM]	14	4%[87.6 µM]	i
43	Cc1nc2c([nH]1)CCN(C(=O)c1ccc(NC(=O)c3ccccc3-c3ccccc3)cc1)c1ccccc1-2	/	-15%	/	/	-13	-23%&2%	i
44	CC1CNC(Cc2ccccc2)CN1C(=O)OC(C)(C)C (stereo not drawn)	-19%[172 µM]	-13%[87.6 µM]	-7%[138 µM]	/	11	4%[87.6 µM]	-10%[88.5 µM]
45	CN(C)c1nc(N)nc(CNC(=O)c2csc(Cc3ccccc3)n2)n1	?	32%[activator]	2%	-4%	3	-2%	-13%
46	COc1ccc(CC(=O)Nc2ccc(-c3nc4ccccc4s3)c(C)c2)cc1	/	54%[activator]	/	/	2	-2%	/
47	COc1cccc(OCc2nc(C(=O)N[C@H]3CCCCNC3=O)co2)c1	-4%	5%	-11%	0%	-7	-9%	-19%
48	COc1cccc(CNC(=O)CN2C(=O)CCc3cc(S(=O)(=O)N4CCOCC4)ccc32)c1	/	42%[activator]	/	/	-15	4%	/
49	CC(C)c1nccn1Cc1cc(C(=O)N(C)Cc2ccccc2Cl)n[nH]1	?	-7%	-24%	-1%	-1	-9%	i
50	CC(C)(C)c1ccc(C(=O)NCCc2csc3nc(-c4ccccc4F)nn23)cc1	/	15%	/	/	-6	-9%	/
51	CCOC(=O)C1(C)C=C(Nc2ccc(OC)cc2)C(=O)N1c1ccccc1 (stereo not drawn)	/	52%[activator]	/	/	12	-13%	/
52	COC[C@H]1CCCN1C(=O)CC[C@H]1CNC(=O)[C@@H]2[C@@H](CCN2Cc2ccc(C)cc2)N1C	-16%	-3%	-22%	-6%	10	6%	-16%
53	O=C(C1CCCCC1)N1CCC(N2CC3CC(C2)[C@H]2CCCC(=O)N2C3)CC1 (stereo partly drawn)	-17%	8%	i	-4%	14	-5%	i

10 of these compounds in a different format:
(41) COc1cccc(CNC(=O)CN(c2ccc(C(C)C)cc2)S(=O)(=O)c2c(C)n[nH]c2C)c1
(42) Cc1cc(CNC(=O)[C@@H]2CCC[C@@H](NC(=O)c3cccnc3)CN(C)C(=O)C2)no1
(43) Cc1nc2c([nH]1)CCN(C(=O)c1ccc(NC(=O)c3ccccc3-c3ccccc3)cc1)c1ccccc1-2
(44) CC1CNC(Cc2ccccc2)CN1C(=O)OC(C)(C)C (stereo not drawn)
(45) CN(C)c1nc(N)nc(CNC(=O)c2csc(Cc3ccccc3)n2)n1
(46) COc1ccc(CC(=O)Nc2ccc(-c3nc4ccccc4s3)c(C)c2)cc1
(47) COc1cccc(OCc2nc(C(=O)N[C@H]3CCCCNC3=O)co2)c1
(48) COc1cccc(CNC(=O)CN2C(=O)CCc3cc(S(=O)(=O)N4CCOCC4)ccc32)c1
(49) CC(C)c1nccn1Cc1cc(C(=O)N(C)Cc2ccccc2Cl)n[nH]1
(50) CC(C)(C)c1ccc(C(=O)NCCc2csc3nc(-c4ccccc4F)nn23)cc1
Screen / compound no.,41,42,43,44,45,46,47,48,49,50
HEK293 tox,/,i,/,-19%[172 µM],?,/,-4%,/,?,/
SNCA expr inhib,-18%,7%[87.6 µM],-15%,-13%[87.6 µM],32%[activator],54%[activator],5%,42%[activator],-7%,15%
3T3 cytotox,/,i,/,-7%[138 µM],2%,/,-11%,/,-24%,/
FLuc inh,/,0%[172 µM],/,/,-4%,/,0%,/,-1%,/
IP6K1 inhibitor,-9,14,-13,11,3,2,-7,-15,-1,-6
SNCA viab count,-10%,4%[87.6 µM],-23%&2%,4%[87.6 µM],-2%,-2%,-9%,4%,-9%,-9%
GPT2 inh,/,i,i,-10%[88.5 µM],-13%,/,-19%,/,i,/

Screens as filed in PubChem BioAssay.
